Compound activity deposited in PubChem BioAssay by several laboratories.
Candida biofilm – kills Candida albicans biofilms. C. albicans biofilm + clotrimazole, Alamar Blue. 85,000 tested, 0.14% active. inhibition, % at 6 µM;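 active = inhibition above 20%; inactive = inhibition below 20%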;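 note: preformed 24 hr biofilms exposed to compound for 48 hr; 0% = biofilm without compound and 100% = blank killed by clotrimazole plus chlorhexidine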
CYP2C9 inh – blocks human cytochrome P450 2C9; AID 777; 96,000 tested, 20% active; inhibition, % at 5 µM; CYP2C9 Supersomes, luciferin-H conversion, luminescence;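 active = blocking of liver enzyme CYP2C9 beyond about 50% at 5 µM, limit read from the data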; note: values of inactives mirror those of a sister screen read the other way
Plk1 PBD FP – inhibitors of human Plk1 polo box domain binding. P53350. Plk1 PBD phosphopeptide binding, fluorescence polarization. inhibition, %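 (tested at about 20 µM)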. 97,000 tested, 0.13% active; in the data active = inhibition above about 34%, passing the limit was not always enough
EphB4 antag – antagonists of human EphB4-ephrin-B2 interaction. EphB4 LBD / TNYL-RAW-Alexa532 peptide, fluorescence polarization. inhibition, % at 7 µM. 97,000 tested, 0.15% active. AID 720;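 active = inhibition above the screen-wide mean inhibition plus 3 SD, cut at about 15% in these data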;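 note: 0% = DMSO wells and 100% = excess unlabeled TNYL-RAW peptide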
HIV Rev-RRE inh – disrupts HIV-1 Rev binding to RRE RNA. Rev peptide-RRE RNA binding, FRET. AID 704. 97,000 tested, 0.79% active. P05866. inhibition, % at 8 µM;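 active = inhibition above the screen-wide mean plus 3 SD, cut at about 35% in these data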;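 note: 0% = median DMSO wells and 100% = median Neomycin B control wells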
Target sequence (P05866 whole entry, looked up): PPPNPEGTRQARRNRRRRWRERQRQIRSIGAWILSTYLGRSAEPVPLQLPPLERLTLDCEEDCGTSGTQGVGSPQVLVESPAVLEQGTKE
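Test system – labelled RRE RNA duplex and labelled Rev peptide · Reagent – labelled Rev peptide · Doses – one concentration, 8 µM nominal · Incubation – 5 + 15 min at 25 °C · Signal – FRET fluorescence readout · Read-out basis – % inhibition of FRET ratio versus controls · Control set – DMSO wells as 0% and neomycin B wells as 100% inhibition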
CYP2C9 activ – increases human cytochrome P450 2C9 activity. AID 1024. P11712. 96,000 tested, 1.4% active. recombinant CYP2C9, luciferin-H conversion, luminescence; hits give high values; factor 1 = untreated enzyme, 0 = blocked. activation factor at 5 µM;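 active = activation factor of 2 or more for CYP2C9 at a 5 µM dose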;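 note: 0 = sulfaphenazole-blocked wells and 1 = vehicle-only wells; values of inactives mirror those of a sister screen read the other way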
PLK1 kinase inh – blocks human PLK1 kinase activity | P53350 | recombinant PLK1 kinase, TR-FRET peptide phosphorylation | inhibition, % at 10 µM | 97,000 tested, 0.53% active | AID 619;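 active = inhibition of 50% or more in the single-concentration screen; inactive = inhibition below 50%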;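 note: 0% = DMSO max control and 100% = H-89 dihydrochloride min control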
PTPN22 act – activators of human LYP (PTPN22) phosphatase; recombinant LYP, DiFMUP fluorescence; 0 = plate median, 100 = signal doubled; activation, % at 2 µM; 96,000 tested, 0.11% active; AID 697;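 active = activation at 2 µM above a set limit, the mean plus 5 SD, cut at about 37% in these data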
Target sequence (Q9Y2R2 whole entry, looked up): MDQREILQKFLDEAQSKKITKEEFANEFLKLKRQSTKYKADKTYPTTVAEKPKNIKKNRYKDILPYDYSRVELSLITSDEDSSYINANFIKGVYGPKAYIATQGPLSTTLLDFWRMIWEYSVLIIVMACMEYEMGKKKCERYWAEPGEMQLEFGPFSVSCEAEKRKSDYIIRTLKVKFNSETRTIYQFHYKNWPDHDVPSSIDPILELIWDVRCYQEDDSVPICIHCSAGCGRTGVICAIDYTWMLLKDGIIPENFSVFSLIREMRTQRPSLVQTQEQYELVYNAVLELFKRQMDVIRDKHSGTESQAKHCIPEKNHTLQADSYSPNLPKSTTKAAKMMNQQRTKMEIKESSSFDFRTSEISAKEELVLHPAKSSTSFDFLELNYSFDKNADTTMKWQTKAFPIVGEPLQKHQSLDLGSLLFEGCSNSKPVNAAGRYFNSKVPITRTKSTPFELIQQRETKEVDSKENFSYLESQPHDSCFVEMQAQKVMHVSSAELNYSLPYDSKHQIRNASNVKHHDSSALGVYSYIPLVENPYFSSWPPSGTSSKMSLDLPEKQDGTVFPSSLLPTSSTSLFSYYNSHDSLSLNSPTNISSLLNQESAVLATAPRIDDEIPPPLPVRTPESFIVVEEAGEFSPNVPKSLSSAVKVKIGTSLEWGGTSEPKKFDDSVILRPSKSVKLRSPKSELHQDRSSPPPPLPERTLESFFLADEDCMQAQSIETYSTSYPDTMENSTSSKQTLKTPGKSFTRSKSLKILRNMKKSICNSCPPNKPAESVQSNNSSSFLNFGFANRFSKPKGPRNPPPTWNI
LYP inh 2 – LYP (human) phosphatase inhibition | recombinant LYP catalytic domain, DiFMUP fluorescence | inhibition, % at 2 µM | 96,000 tested, 0.21% active;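 active = inhibition at 2 µM at or above a set limit, the screen mean plus 3 SD, cut at about 24% in these data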;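 note: 0% = DMSO with enzyme and 100% = enzyme fully blocked by orthovanadate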
Starred values were filed as active, the others as inactive; / = not tested or not shown.

SMILES	Candida biofilm	CYP2C9 inh	Plk1 PBD FP	EphB4 antag	HIV Rev-RRE inh	CYP2C9 activ	PLK1 kinase inh	PTPN22 act	LYP inh 2
CCNc1nc(OC)nc(SCC(N)=O)n1	7	-24	-6	-5	2	1.2	-13	2	-4
CC(C)CCN1CCNC(=O)C1CC(=O)Nc1ccc(F)cc1 (stereo not drawn)	4	7	3	-2	0	0.9	-13	-12	9
COCCNC(=O)C(C)OC(=O)c1cc2sccc2n1C (stereo not drawn)	4	-9	14	4	0	1.1	-9	-7	10
CCCCC(CC)C(=O)NCCc1ccc(S(N)(=O)=O)cc1 (stereo not drawn)	10	59*	-30	-6	0	0.4	-7	-3	2
O=C(c1coc(=O)c(Br)c1)N1CCOCC1	/	7	0	-10	9	0.9	-16	-2	-2
COC(=O)C1(O)CC(CC(C)C)=NN1C(=O)c1ccccc1 (stereo not drawn)	/	7	-12	9	2	0.9	-11	-2	6
CCOc1ccc(Br)cc1S(=O)(=O)Nc1ccc(N2CCOCC2)cc1	/	54*	-9	8	5	0.5	-9	-4	4
CCSc1nc2c(sc3ccccc32)c(=O)n1C(C)C	-6	-23	17	2	7	1.2	-14	-1	0
CCCCc1nc(NCCNC(=O)c2ccco2)c(C#N)c2c1CSC(C)(C)C2	2	93*	-14	-10	2	0.1	3	-2	-2
Cc1cc(C)n2c(Nc3ccc4c(c3)OCCO4)c(-c3ccco3)nc2n1	/	62*	-4	4	8	0.4	-6	7	-8
CC(C)(C)c1ccc(C(=O)c2c[nH]c(C(=O)NCc3cccnc3)c2)cc1	/	12	-6	-4	0	0.9	-5	/	/
CCN(CC)CCNC(=O)c1cn(CC)c2ccc(S(=O)(=O)N(C)C)cc2c1=O	11	-5	-19	-7	3	1.1	-5	2	-5
CCOC(=O)COc1ccc(S(=O)(=O)Nc2ccc(C)cc2)cc1	4	59*	0	-5	5	0.4	-27	3	-6
CCCCOC(=O)c1cc(C)nc2ccc(Br)cc12	-1	0	2	6	4	1	-11	-7	4
COc1cc(NC(=S)Nc2cccc(Cl)c2Cl)c(OC)cc1Cl	/	-6	3	-4	0	1.1	-8	-4	8
O=C(Nc1ccc2nc(-c3ccc4nc[nH]c4c3)[nH]c2c1)c1cccs1	6	61*	-13	-2	2	0.4	10	-20	22
COc1nnc(-c2ccc(N3CCCCC3)c(NC(C)=O)c2)c2ccccc12	7	66*	-14	-3	9	0.3	-3	-7	8
CCC(=O)Nc1ccnc(-c2cccnc2)n1	/	22	-8	-2	9	0.8	1	8	-3
Cc1ccc(Cl)cc1NC(=O)CCC(=O)Nc1cc(Cl)ccc1C	3	14	-7	-4	4	0.9	-7	3	-3
Cc1ccc(S(=O)(=O)N2CCN(S(=O)(=O)N3CCCCC3)CC2)c(C)c1	4	-11	-11	6	10	1.1	-7	2	-5

13 compounds already listed, sorted by length of the SMILES, low to high.
SMILES	Candida biofilm	CYP2C9 inh	Plk1 PBD FP	EphB4 antag	HIV Rev-RRE inh	CYP2C9 activ	PLK1 kinase inh	PTPN22 act	LYP inh 2
CCC(=O)Nc1ccnc(-c2cccnc2)n1	/	22	-8	-2	9	0.8	1	8	-3
O=C(c1coc(=O)c(Br)c1)N1CCOCC1	/	7	0	-10	9	0.9	-16	-2	-2
CCCCOC(=O)c1cc(C)nc2ccc(Br)cc12	-1	0	2	6	4	1	-11	-7	4
CCSc1nc2c(sc3ccccc32)c(=O)n1C(C)C	-6	-23	17	2	7	1.2	-14	-1	0
COc1cc(NC(=S)Nc2cccc(Cl)c2Cl)c(OC)cc1Cl	/	-6	3	-4	0	1.1	-8	-4	8
Cc1ccc(Cl)cc1NC(=O)CCC(=O)Nc1cc(Cl)ccc1C	3	14	-7	-4	4	0.9	-7	3	-3
CCOC(=O)COc1ccc(S(=O)(=O)Nc2ccc(C)cc2)cc1	4	59*	0	-5	5	0.4	-27	3	-6
CCOc1ccc(Br)cc1S(=O)(=O)Nc1ccc(N2CCOCC2)cc1	/	54*	-9	8	5	0.5	-9	-4	4
COc1nnc(-c2ccc(N3CCCCC3)c(NC(C)=O)c2)c2ccccc12	7	66*	-14	-3	9	0.3	-3	-7	8
CCCCc1nc(NCCNC(=O)c2ccco2)c(C#N)c2c1CSC(C)(C)C2	2	93*	-14	-10	2	0.1	3	-2	-2
O=C(Nc1ccc2nc(-c3ccc4nc[nH]c4c3)[nH]c2c1)c1cccs1	6	61*	-13	-2	2	0.4	10	-20	22
CC(C)(C)c1ccc(C(=O)c2c[nH]c(C(=O)NCc3cccnc3)c2)cc1	/	12	-6	-4	0	0.9	-5	/	/
CCN(CC)CCNC(=O)c1cn(CC)c2ccc(S(=O)(=O)N(C)C)cc2c1=O	11	-5	-19	-7	3	1.1	-5	2	-5

(listing goes on)
SMILES	Candida biofilm	CYP2C9 inh	Plk1 PBD FP	EphB4 antag	HIV Rev-RRE inh	CYP2C9 activ	PLK1 kinase inh	PTPN22 act	LYP inh 2
Clc1ccc(CSc2nnc(-c3sccc3-n3cccc3)o2)cc1	/	46	0	-5	9	0.5	-11	-4	7
Cc1nn(CC(=O)NCc2ccc(OC(C)C)cc2)c(=O)c2cc3occc3n12	2	-32	5	5	10	1.3	-15	-8	8
O=C(C1CCCN(S(=O)(=O)Cc2ccccc2)C1)N1CCCCC1 (stereo not drawn)	11	10	4	-6	6	0.9	-11	0	-2
O=C(CSc1nnc(-c2ccccc2)n1Cc1ccco1)Nc1ccc(S(=O)(=O)N2CCCC2)cc1	-1	45	-25	-1	4	0.6	-13	-11	15
COc1ccc(N(C)C(=O)CCS(=O)(=O)c2cccc3nonc23)cc1	3	-9	10	1	7	1.1	-5	3	1
c1ccc(-c2nc3c(ccc4ccccc43)[nH]2)nc1	4	/	6	5	12	/	-3	-10	9
CCN(Cc1ccccc1)C(c1ccc(C)cc1)c1nnnn1C(C)(C)CC (stereo not drawn)	2	37	-13	12	10	0.6	2	-4	6
O=C(c1cc2ccccc2oc1=O)N1CCN(Cc2ccc3c(c2)OCO3)CC1	5	-20	6	1	10	1.2	-10	-9	6
O=C1CC(c2ccccc2)Cc2nc(N3CCc4ccccc43)ncc21 (stereo not drawn)	6	/	6	-1	3	/	-31	-4	2
FCCCOc1ccc(/C=N/OCc2ccc(Cl)cc2)cc1	/	10	-7	8	19	0.9	-8	-4	8
Cc1cccc2cc3c(NC(=O)C(C)C)nn(C)c3nc12	4	2	-27	-4	6	1	-7	4	-6
CC1CCCC(C)N1C(=O)CSc1nnnn1Cc1ccccc1 (stereo not drawn)	5	5	-15	4	6	0.9	-16	-8	6
CCOC(=O)Cc1cc(=O)[nH]c(/N=C(/NC(=O)c2ccccc2)Nc2ccccc2C(F)(F)F)n1	2	12	-17	-2	8	0.9	-5	-8	12
Cc1c(C(=O)NC2CCCCC2)oc2c1C(=O)CC(C)(C)C2	5	20	12	1	4	0.8	-8	-4	4
Cc1ccc(C(c2sc3nc(C)nn3c2O)N2CCN(c3ccc(F)cc3)CC2)cc1 (stereo not drawn)	/	41	-1	-14	3	0.6	-1	4	-5
CCOc1ccc2c(C)c(C)c(=O)oc2c1OCC	-2	-152	-15	3	-4	2.5*	-1	-1	0
CC(c1ccccc1)N1C(=O)c2ccc(C(=O)NCc3ccco3)cc2C1=O (stereo not drawn)	6	/	-7	6	7	/	-10	-2	2
COc1ccc(S(=O)(=O)N2CCN(C(=O)c3c(C)nn(-c4ccccc4)c3Cl)CC2)cc1	11	90*	5	-6	3	0.1	-2	-12	11
CC12CCC(C(=O)NCc3ccccc3)(OC1=O)C2(C)C (stereo not drawn)	4	-25	-9	2	2	1.2	-14	-3	0
COc1cc2c(cc1NC(=O)C(C)N1CCN(S(=O)(=O)c3ccccc3[N+](=O)[O-])CC1)oc1ccccc12 (stereo not drawn)	/	15	-17	2	12	0.8	-15	0	0
CN(C)S(=O)(=O)c1ccc2oc(SCC(=O)NCC(F)(F)F)nc2c1	9	11	-23	0	0	0.9	-11	-8	6
COc1ccc(C(=O)Nn2c(SCC(=O)NCc3ccccc3)nc3ccccc3c2=O)cc1	3	74*	-25	3	2	0.3	-7	-1	1
Cc1ccc(N=Nc2c(N)[nH]n3c(=O)cc(-c4ccccc4)nc23)cc1	/	37	-28	3	1	0.6	-13	-22	24
CCC1Oc2ccccc2N(CC(=O)NCCC2=CCCCC2)C1=O (stereo not drawn)	2	41	-2	3	6	0.6	-9	-1	-2
Cc1ccc(C(CC(=O)N2CCCC2)c2ccccc2)c(O)c1C (stereo not drawn)	9	96*	11	8	11	0	-5	-4	2
O=C(CSc1ncn[nH]1)NCCOc1ccccc1	1	11	-8	-4	4	0.9	-17	7	-10
C=C(c1ccc(OC)cc1)c1ccc(OC)cc1	-3	36	1	3	16	0.6	-3	-5	6
C=CCn1c(SCC(=O)Nc2nc(C)cs2)nnc1C(C)NC(=O)c1ccccc1Cl (stereo not drawn)	6	/	-15	1	1	/	-9	-4	4
CN=C(Nc1cc(C)nn1CCC#N)c1ccccc1	6	-3	2	2	4	1	-5	11	-15
CC1(C)Cc2cccc(OCC(O)CNCc3ccccn3)c2O1 (stereo not drawn)	/	-6	7	-2	3	1.1	-10	-5	3

Two successive records out of the list so far, quoted:
SMILES	Candida biofilm	CYP2C9 inh	Plk1 PBD FP	EphB4 antag	HIV Rev-RRE inh	CYP2C9 activ	PLK1 kinase inh	PTPN22 act	LYP inh 2
CCOc1ccc(Br)cc1S(=O)(=O)Nc1ccc(N2CCOCC2)cc1	/	54*	-9	8	5	0.5	-9	-4	4
CCSc1nc2c(sc3ccccc32)c(=O)n1C(C)C	-6	-23	17	2	7	1.2	-14	-1	0

Further results follow.
SMILES	Candida biofilm	CYP2C9 inh	Plk1 PBD FP	EphB4 antag	HIV Rev-RRE inh	CYP2C9 activ	PLK1 kinase inh	PTPN22 act	LYP inh 2
Cc1ccnc(SCCn2c(N3CCOCC3)nc3c2c(=O)[nH]c(=O)n3C)n1	4	/	-16	4	10	/	-16	1	-4
CN(/C(=N\S(=O)(=O)c1ccccc1)C(F)(F)F)c1ccccc1	/	-3	6	8	37*	1	-8	5	0
Cc1ccc(C(=O)NC=C(Cl)Cl)cc1	6	4	6	-13	2	1	-20	6	-8
COc1ccc(S(=O)(=O)N(C)CC(=O)N2CCN(c3ccc(F)cc3)CC2)cc1OC	1	-62	10	-1	-4	1.6	-11	6	-9
COc1ccc(S(=O)(=O)NNC(=O)c2cc3c4ccccc4n(C)c3s2)cc1	/	17	4	-8	2	0.8	-16	8	-4
COc1ccc(OC)c(S(=O)(=O)Nc2cccc(C(C)=O)c2)c1	-4	66*	-22	3	4	0.3	-11	-6	6
CCc1ccc(NC(=O)C2C3C=CC(C4CC34)C2C(=O)O)cc1 (stereo not drawn)	7	/	-20	-4	2	/	-7	-2	2
CSC1=NCCN1C(=O)c1ccc2c(c1)OCO2	1	5	15	5	6	0.9	-9	-13	13
Cc1ccc(CNC(=O)C2CCN(S(=O)(=O)c3c(C)noc3C)CC2)cc1	8	-14	5	-2	-4	1.1	-4	-10	10
Cc1ccc(S(N)(=O)=O)cc1NC(=O)C1CC2CCC1C2 (stereo not drawn)	/	32	2	13	7	0.7	-9	0	2
Cn1c(SCc2nc(-c3ccc(Br)cc3)no2)nnc1-c1ccco1	2	25	-13	2	-6	0.7	-7	-2	5
O=C(N/C(=C\c1ccco1)C(=O)N1CCCC1)c1cccs1	/	3	1	-6	2	1	-11	3	1
